ABCG2 inh: inhibitors of human ABCG2 transporter, ABCB1 counter-screen; IgMXP3 cells, JC-1 efflux, flow cytometry; Q9UNQ0; AID 1325; inhibition, % at 6.6 µM; 0.1% of 190,000 active;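 active = inhibition above 80%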;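 note: 0% = DMSO and 100% = nicardipine control wells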
Target sequence (Q9UNQ0 whole entry, looked up): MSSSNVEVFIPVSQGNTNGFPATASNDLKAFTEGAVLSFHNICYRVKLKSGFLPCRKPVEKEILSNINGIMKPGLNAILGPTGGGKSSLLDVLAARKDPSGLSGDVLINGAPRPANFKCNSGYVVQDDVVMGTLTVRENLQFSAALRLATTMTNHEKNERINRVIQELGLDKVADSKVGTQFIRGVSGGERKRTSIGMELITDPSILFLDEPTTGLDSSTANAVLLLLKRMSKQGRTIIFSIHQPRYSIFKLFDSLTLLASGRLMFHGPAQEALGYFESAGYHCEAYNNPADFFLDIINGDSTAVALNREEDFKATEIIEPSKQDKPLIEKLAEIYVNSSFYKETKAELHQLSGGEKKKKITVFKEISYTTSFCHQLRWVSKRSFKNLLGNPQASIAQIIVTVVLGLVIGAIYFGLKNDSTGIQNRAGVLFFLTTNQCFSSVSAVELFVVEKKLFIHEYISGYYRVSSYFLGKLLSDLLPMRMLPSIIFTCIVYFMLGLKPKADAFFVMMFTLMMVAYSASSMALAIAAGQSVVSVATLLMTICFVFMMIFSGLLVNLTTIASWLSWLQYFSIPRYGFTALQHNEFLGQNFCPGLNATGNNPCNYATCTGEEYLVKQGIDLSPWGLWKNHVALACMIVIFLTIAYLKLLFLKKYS
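Test system: IgMXP3 (ABCG2) plus far-red-tagged CCRF-Adr (ABCB1) cells. Reagent: JC-1 dye as substrate. Timing: 10 min exposure at 25 °C with rotation, no wash. Measured by: flow cytometric JC-1 green MFI at 530 nm. Read-out: percent efflux inhibition, scaled nicardipine 100% to DMSO 0%. Control set: nicardipine and DMSO wells.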
ABCB1 block: blocks JC-1 efflux by human ABCB1 transporter; inhibition, % at 6.6 µM; CCRF-Adr cells, flow cytometry; 0.067% of 190,000 active; AID 1326; in the data active = inhibition above about 40%;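 note: 0% = vehicle and 100% = reference inhibitor; higher value means more JC-1 retained so stronger ABCB1 efflux block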
Avidin fluor: avidin bead compound fluorescence profile. 0.38% of 220,000 active. AID 1775. fluorescence (KMESF) at 10 µM. Avidin beads, compound fluorescence 488/530 nm, flow cytometry; active compounds read high; in the data active = fluorescence above about 47; note: inactives centre near 10
GSH bead fluor: compound fluoresces at 488/530 nm on GSH beads; AID 1776; GSH beads flow cytometry, compound fluorescence 488/530 nm; active compounds read high; 0.25% of 190,000 active; fluorescence (KMESF) at 10 µM; in the data active = fluorescence above about 89;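 note: glutathione beads carrying GST-tagged Bcl family fusion proteins plus one bare bead set; values are compound well signal with DMSO vehicle wells as background; inactives centre near 16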
Rab7 wt modul: dog Rab7 wildtype GTP binding, inhibitors and activators | 0.055% of 190,000 active | GST-Rab7 beads, fluorescent GTP binding, flow cytometry; actives lie on both sides; untreated = 100%, excess cold GTP = 0% | AID 758 | GTP binding activity (percent of control), % at 10 µM;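 active = fluorescent GTP binding to Rab7 beads changed by at least 20 points from the 100% baseline, either direction, mostly lower; inconclusive = compound itself probably fluorescent, or too few beads counted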;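 note: median green fluorescence of bound Bodipy-FL-GTP per Rab7 bead population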
Cdc42 wt: changes GTP binding to wildtype human Cdc42. P60953. percent activity (GTP binding), % at 10 µM. GST-Cdc42 beads, Bodipy-GTP binding, flow cytometry; actives lie on both sides. 0.2% of 190,000 active;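 active = percent activity GTP binding at least 20 points away from the 100% baseline, either down as inhibitor or up as activator; inconclusive = compound flagged as likely green fluorescent from well-wide comparison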;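 note: median bead fluorescence of bound Bodipy-FL-GTP at 100 nM; 0% = excess unlabeled GTP control and 100% = no compound control; below 100% means less GTP binding so inhibitor and above means activator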
Target sequence (P60953 whole entry, looked up): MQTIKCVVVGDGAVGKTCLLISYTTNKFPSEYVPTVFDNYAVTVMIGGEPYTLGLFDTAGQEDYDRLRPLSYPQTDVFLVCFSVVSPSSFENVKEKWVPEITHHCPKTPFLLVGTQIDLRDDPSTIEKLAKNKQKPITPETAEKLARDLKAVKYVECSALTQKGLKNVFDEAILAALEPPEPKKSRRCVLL
HRas wt GTP bind: human HRas wildtype GTP binding, change in either direction. GST-Ras wt beads, Bodipy-FL-GTP binding, flow cytometry; actives lie on both sides. GTP binding activity, % at 10 µM. 0.14% of 190,000 active;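 active = GTP binding activity at least 20% away from the 100% baseline, either lowered as inhibitor or raised as activator; inconclusive = flagged as likely green fluorescent, judged across all proteins in the well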;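 note: 0% = unlabeled GTP competition control and 100% = no-compound control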
Pf gametocyte: P. falciparum stage V gametocyte viability inhibition; P. falciparum stage V gametocytes, ATP luminescence, 24 h; inhibition, % at 10.9 µM; 0.065% of 150,000 active;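 active = inhibition above the mean plus 3 SD of compounds within the control limits, set per campaign, cut at about 38% in these data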;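 note: 0% = DMSO wells and 100% = medium only without gametocytes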
Rac1 wt modul: modulators of human Rac1 wildtype GTP binding; P63000; 0.27% of 190,000 active; GTP binding activity (% of control), % at 10 µM; GST-Rac1 beads, fluorescent GTP binding, flow cytometry; actives lie on both sides; 0 = cold GTP competed, 100 = untreated;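 active = GTP binding activity at least 20 points away from the 100% control level, either lower or higher; inconclusive = compound flagged as likely green fluorescent, judged across all proteins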
Rac1 act GTP bind: alters GTP binding to activated mutant human Rac1; percent activity (GTP binding), % at 10 µM; P63000; GST-Rac1 activated beads, fluorescent GTP binding, flow cytometry; actives lie on both sides; 100% means binding = to untreated wells; 0.11% of 190,000 active;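 active = GTP binding at least 20 percentage points away from the 100% baseline, in either direction, so actives lie on both sides; inconclusive = Compound likely fluorescent itself, or too few beads counted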
Rab2A wt mod: changes GTP binding to wildtype dog Rab2A, up or down | GST-Rab2 wt beads, Bodipy-GTP binding, flow cytometry | AID 760 | GTP binding activity, % at 10 µM | P61105 | 0.19% of 190,000 active;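 active = GTP binding activity at least 20 points away from 100%, either lowered or raised; inconclusive = signal likely due to the compound's own green fluorescence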;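 note: 0% = beads with excess unlabeled GTP and 100% = no-compound control corrected for plate trend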
* marks the source's active call; other numbers are inactive results; u = inconclusive; x = no result given.

entry	SMILES	ABCG2 inh	ABCB1 block	Avidin fluor	GSH bead fluor	Rab7 wt modul	Cdc42 wt
1	COC(=O)C(Cc1ccccc1)N1CCS(=O)(=O)CC1 (stereo not drawn)	5	1.4	6	11	96	100
2	Cc1cc(N)ccc1S(C)(=O)=O	1	0.1	4	28	98	104
3	CCN(CC)c1ccc(/C=C(/C#N)C(=O)NCc2ccccc2)o1	12	2.1	11	28	u	u
4	CCn1c(/C=C/c2ccccc2)nc2ccccc21	2	0.2	16	18	98	97
5	O=C1CC2(CCCC2)CC(=O)N1c1ccccc1	-1	-0.2	13	9	103	95
6	COc1cc(/C=N/NC(=O)COc2c(C)cc([N+](=O)[O-])cc2C)ccc1OC(=O)c1ccccc1	10	0.5	12	3	101	106
7	Nc1nc(-c2cccnc2)nn1C(=O)c1ccccc1Cl	5	0.1	9	13	109	97
8	O=C(Nc1ccc(F)cc1F)c1cc(-c2ccco2)on1	-1	-0.3	14	14	102	104
9	COCC(C)n1c(SCC(=O)NNC(=O)c2ccccc2)nc2ccccc2c1=O (stereo not drawn)	1	0.3	6	16	104	104
10	CC(NC(=O)c1cnc2n(c1=O)CCS2)c1ccccc1 (stereo not drawn)	12	0.3	5	15	99	97
11	Cc1cc(N2CCCCC2)ccc1[N+](=O)[O-]	84*	1.7	15	11	101	102
12	COc1ccccc1N=C1SC(C)CN1C(=O)C1CCC1 (stereo not drawn)	4	1.3	6	29	98	100

entry	HRas wt GTP bind	Pf gametocyte	Rac1 wt modul	Rac1 act GTP bind	Rab2A wt mod
1	96	x	98	98	97
2	102	x	103	103	101
3	u	19	u	u	u
4	97	x	97	96	96
5	95	x	97	96	102
6	102	-28	107	102	100
7	99	7	99	95	102
8	104	x	105	99	102
9	103	-13	106	102	103
10	100	x	97	97	100
11	101	x	103	99	100
12	98	x	102	97	98

(further entries)
entry	SMILES	ABCG2 inh	ABCB1 block	Avidin fluor	GSH bead fluor	Rab7 wt modul	Cdc42 wt
13	O=C(CSc1ccsc1[N+](=O)[O-])Nc1cccc(F)c1	2	-0.3	19	10	103	95
14	Cc1ccc(C(=O)COC(=O)CNC(=O)c2ccc(N3C(=O)c4ccccc4C3=O)cc2)cc1C	23	1.1	14	7	100	105
15	Cc1sc(NC(=O)c2sc3nc4c(C)cccc4cc3c2N)c(C#N)c1C	3	3.2	27	51	104	101
16	COc1ccc(CCNC(=O)CSc2nnc3ccccn23)cc1	5	0.7	9	14	95	97
17	O=C(NCCN1CCOCC1)Nc1cccc(Cl)c1	5	0.2	13	25	98	99
18	CN=C(Nc1cc(C)nn1-c1ccccc1)c1ccccc1F	31	0.8	13	21	101	105
19	Cc1ccc(N2C(=O)c3ccccc3C2=O)cc1Cl	50	1.2	11	31	105	102
20	O=C(COC(=O)COc1cccc(Br)c1)Nc1c(Cl)cccc1Cl	-1	0.0	3	6	104	99
21	CC(=O)NNC(=S)NC(=O)c1ccccc1	36	0.7	24	11	90	103
22	Cc1ncc([N+](=O)[O-])n1CCOC(=O)Nc1ccc(Cl)c(Cl)c1	11	0.9	21	18	93	96
23	O=C(c1c(F)cccc1F)N1CCC(O)(c2cccnc2)CC1	1	-0.1	10	21	97	102
24	COc1cc(CNc2ccccc2SC)ccc1O	0	-0.4	9	21	102	101

entry	HRas wt GTP bind	Pf gametocyte	Rac1 wt modul	Rac1 act GTP bind	Rab2A wt mod
13	98	11	95	97	96
14	100	17	103	99	98
15	101	-4	103	99	101
16	97	-4	97	94	99
17	99	3	102	94	101
18	102	x	105	101	101
19	100	-1	102	98	101
20	100	-11	103	100	97
21	98	10	99	97	99
22	96	x	95	95	95
23	104	x	104	102	104
24	100	x	100	99	103

(cont.)
entry	SMILES	ABCG2 inh	ABCB1 block	Avidin fluor	GSH bead fluor	Rab7 wt modul	Cdc42 wt
25	O=c1oc2ccccc2c2c1ncn2CCN1CCOCC1	23	0.5	34	22	98	101
26	N/C(=N\OC(=O)CCCCCN1C(=O)c2ccccc2C1=O)c1ccccc1	6	0.6	10	12	101	99
27	COc1ccc(/C=N/NC(=S)NC2CCS(=O)(=O)C2)cc1 (stereo not drawn)	2	-0.1	8	19	99	102
28	CN(C(=O)COC(=O)c1c[nH]c(=O)[nH]c1=O)C1CCCCC1	3	0.5	8	14	u	u
29	CCCSc1nc2cc(C)c(C)cc2n1CC(O)CO (stereo not drawn)	11	0.6	11	16	96	92
30	CCOCC(=O)Nc1cc([N+](=O)[O-])ccc1OC	16	5.8	7	20	95	98
31	Cc1sc2ncnc(NCC(c3ccco3)N(C)C)c2c1C (stereo not drawn)	0	0.3	22	17	99	102
32	CCC(Sc1nncn1C)C(=O)Nc1nnc(-c2ccccc2Cl)s1 (stereo not drawn)	3	0.7	6	22	98	100
33	C=CCOc1c(OC)cc(Cl)cc1C1NC(=O)NC(C)=C1C(C)=O (stereo not drawn)	1	0.7	14	29	u	u
34	Cc1cc(=O)[nH]c(SCc2nnnn2-c2ccc(Cl)cc2)n1	1	0.4	2	8	103	93
35	COc1ccc(/C=C/C(=O)OCC(=O)Nc2c(C)cccc2C)cc1	5	1.3	8	16	99	97
36	CS(=O)(=O)N(CC(=O)Nc1cccc(Cl)c1)c1ccccc1Cl	5	1.1	22	9	99	102

entry	HRas wt GTP bind	Pf gametocyte	Rac1 wt modul	Rac1 act GTP bind	Rab2A wt mod
25	99	-9	101	100	101
26	100	x	100	96	99
27	98	x	100	97	99
28	u	x	u	u	u
29	95	x	98	94	93
30	99	0	98	100	98
31	104	x	105	98	99
32	100	x	103	98	97
33	u	-21	u	u	u
34	99	x	99	97	97
35	98	-2	99	96	99
36	103	1	104	98	101

A run of entries of the results above, as a working copy:
entry	SMILES	ABCG2 inh	ABCB1 block	Avidin fluor	GSH bead fluor	Rab7 wt modul	Cdc42 wt
26	N/C(=N\OC(=O)CCCCCN1C(=O)c2ccccc2C1=O)c1ccccc1	6	0.6	10	12	101	99
27	COc1ccc(/C=N/NC(=S)NC2CCS(=O)(=O)C2)cc1 (stereo not drawn)	2	-0.1	8	19	99	102
28	CN(C(=O)COC(=O)c1c[nH]c(=O)[nH]c1=O)C1CCCCC1	3	0.5	8	14	u	u
29	CCCSc1nc2cc(C)c(C)cc2n1CC(O)CO (stereo not drawn)	11	0.6	11	16	96	92
30	CCOCC(=O)Nc1cc([N+](=O)[O-])ccc1OC	16	5.8	7	20	95	98
31	Cc1sc2ncnc(NCC(c3ccco3)N(C)C)c2c1C (stereo not drawn)	0	0.3	22	17	99	102
32	CCC(Sc1nncn1C)C(=O)Nc1nnc(-c2ccccc2Cl)s1 (stereo not drawn)	3	0.7	6	22	98	100
33	C=CCOc1c(OC)cc(Cl)cc1C1NC(=O)NC(C)=C1C(C)=O (stereo not drawn)	1	0.7	14	29	u	u
34	Cc1cc(=O)[nH]c(SCc2nnnn2-c2ccc(Cl)cc2)n1	1	0.4	2	8	103	93
35	COc1ccc(/C=C/C(=O)OCC(=O)Nc2c(C)cccc2C)cc1	5	1.3	8	16	99	97
36	CS(=O)(=O)N(CC(=O)Nc1cccc(Cl)c1)c1ccccc1Cl	5	1.1	22	9	99	102

entry	HRas wt GTP bind	Pf gametocyte	Rac1 wt modul	Rac1 act GTP bind	Rab2A wt mod
26	100	x	100	96	99
27	98	x	100	97	99
28	u	x	u	u	u
29	95	x	98	94	93
30	99	0	98	100	98
31	104	x	105	98	99
32	100	x	103	98	97
33	u	-21	u	u	u
34	99	x	99	97	97
35	98	-2	99	96	99
36	103	1	104	98	101

(listing goes on)
entry	SMILES	ABCG2 inh	ABCB1 block	Avidin fluor	GSH bead fluor	Rab7 wt modul	Cdc42 wt
37	Clc1cncc(Cl)c1NNc1c2ccccc2nc2ccccc12	6	0.7	12	20	99	102
38	CCOC(=O)c1ccc(NC(=S)N(CCN2CCCCCC2)Cc2cccs2)cc1	15	1.4	10	10	96	99
39	Cc1ccccc1NC(=O)c1c(C)nc(SCC(=O)OCc2ccccc2)c(C#N)c1-c1ccc(F)cc1	7	1.5	16	15	98	98
40	COc1ccc(NCC(O)Cn2cnc3c2c(=O)n(C)c(=O)n3C)cc1 (stereo not drawn)	0	0.5	2	8	98	99
41	O=C(Nc1nc(-c2ccccc2)cs1)c1cccc([N+](=O)[O-])c1C(=O)O	8	-0.7	15	9	98	101
42	CCn1ccnc1CN(C)Cc1cn(-c2ccc(C)cc2)nc1-c1cccc(C)c1	4	5.4	10	10	96	101
43	O=C(Nc1nnc(-c2ccncc2)o1)c1cccc(N2C(=O)CCC2=O)c1	6	1.2	8	17	107	98
44	Cc1cc(C(F)(F)F)n(-c2nc(C(=O)NN)cs2)n1	3	0.5	17	11	104	91
45	O=C(CN(c1ccc(F)cc1)S(=O)(=O)c1ccc2c(c1)OCCO2)NCC1CCCO1 (stereo not drawn)	1	0.9	10	15	101	102

entry	HRas wt GTP bind	Pf gametocyte	Rac1 wt modul	Rac1 act GTP bind	Rab2A wt mod
37	98	11	102	100	99
38	97	8	99	97	97
39	99	-1	103	100	99
40	103	x	104	102	99
41	95	-14	100	96	95
42	100	-11	103	99	98
43	98	x	97	89	97
44	95	x	98	93	97
45	101	x	108	101	101

Compound activity (PubChem)
